SR-BI uptake up – activators of SR-BI mediated HDL lipid uptake | CHO ldlA[mSR-BI] cells, DiI-HDL uptake fluorescence, 3 h; 100 = double the neutral-control signal | activation, % at 12.5 µM | hit rate 0.096% among 320,000;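 active means mean replicate activation of at least 60% and every replicate at or above 60%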;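 further: 0% = median plate neutral-control signal and 100% = twice that signal; values of inactives mirror those of a sister screen read the other way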
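Test system: SR-BI-overexpressing, LDLR-lacking CHO cells. Measured by: DiI fluorescence, bottom read. Medium: Ham's F12 with 0.5% BSA, HEPES 25 mM, pH 7.4. Timing: 3 h uptake period with compound, 37 °C.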
cardiac RTF act – increases calcium sensitivity of human cardiac regulated thin filaments. P19429+P45379. IANBD-labeled TnC RTF fluorescence at EC20 calcium; 0% EC20 calcium, 100% full calcium. hit rate 0.24% among 340,000. activation, % at 7.2 µM. AID 493008;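 active means activation above the mean over all tested compounds plus 3 SD, cut at about 30% in these data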;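 further: rise in fluorescence read as greater calcium sensitivity of cardiac thin filaments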
C-LANA FP – KSHV C-LANA DNA binding inhibition | inhibition, % at 9 µM | MBP-C-LANA/FAM-LBS DNA binding, fluorescence polarization | hit rate 0.078% among 340,000;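 active means highest replicate inhibition at or above 60% at 9 µM, even if other replicates fall short; inactive means all replicates below 60% inhibition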;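 further: 0% = neutral control wells and 100% = 4 µM acridine orange control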
RTF Ca sens inh – cardiac RTF calcium desensitization; AID 493244; inhibition, % at 7.15 µM; hit rate 0.12% among 340,000; P19429+P45379; IANBD-labeled cardiac RTF, Ca2+ fluorescence;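 active means inhibition above the mean inhibition of all tested compounds plus 3 SD, cut at about 17% in these data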;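 further: assay run at fixed EC70 calcium of 1.6 mM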
CAL PDZ FP-1 – inhibitors of human CAL PDZ peptide binding | Q9HD26 | purified CAL PDZ, TMR-peptide fluorescence polarization, 1 h | inhibition, % at 24.9 µM | hit rate 0.92% among 300,000 | AID 602252;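 active means mean inhibition of at least 30% with at least half of replicates also reaching 30%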;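 further: 0% = DMSO neutral control and 100% = excess unlabeled competitor peptide PRC23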
Keap1 Nrf2 FP – disrupts human Keap1 binding to Nrf2 peptide. Q14145. hit rate 0.15% among 340,000. AID 504523. Keap1 Kelch-Nrf2 peptide fluorescence polarization, 1536-well. inhibition, % at 9.4 µM; in the data active means inhibition above about 12%;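 further: human Keap1 Kelch domain with fluorescein labeled Nrf2 9mer peptide probe; 0% = neutral control wells and 100% = peptide positive control; higher means more block of Keap1 binding to Nrf2 peptide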
Rtt109 HAT inh – C. albicans Rtt109 histone acetyltransferase inhibition; purified Rtt109/Vps75, ThioGlo CoA-SH fluorescence, 4 h; inhibition, % at 34.9 µM; hit rate 0.16% among 330,000; AID 540336; Q5AAJ8;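 active means inhibition of at least 50% in every replicate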
Target sequence (Q5AAJ8 whole entry, looked up): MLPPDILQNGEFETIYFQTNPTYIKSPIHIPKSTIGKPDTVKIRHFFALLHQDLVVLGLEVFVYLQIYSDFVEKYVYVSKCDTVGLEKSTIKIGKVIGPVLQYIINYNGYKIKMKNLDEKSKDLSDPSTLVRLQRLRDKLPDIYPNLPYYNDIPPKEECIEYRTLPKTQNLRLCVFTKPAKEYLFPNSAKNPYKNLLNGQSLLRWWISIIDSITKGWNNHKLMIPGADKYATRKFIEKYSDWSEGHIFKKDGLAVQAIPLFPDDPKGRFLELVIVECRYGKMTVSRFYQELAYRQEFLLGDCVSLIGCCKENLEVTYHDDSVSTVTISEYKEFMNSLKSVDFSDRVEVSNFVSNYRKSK
DAGLB inhibitor – blocks human DAGLB lipase activity; Q8NCG7; HEK293T DAGLB membrane lysate, EnzChek fluorogenic substrate; inhibition, % at 5.17 µM; hit rate 0.059% among 340,000; in the data active means inhibition above about 34%;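 further: 0% = enzyme with vehicle and 100% = wells lacking enzyme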
PKA-R2B activ – PKA-R2B complex activation. P22694+P31323. PKA-R2B holoenzyme dissociation, Cy5-IP20 fluorescence polarization; R2B truncated from residue 108, S112A mutant; 0% DMSO only, 100% 113 µM cGMP. activation, % at 11.4 µM. hit rate 0.079% among 340,000;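 active means activation above a cutoff set at the mean over all compounds plus 3 SD, cut at about 18% in these data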;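 further: higher means more holoenzyme dissociation and a rise in polarization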
Target sequence (P31323 whole entry, looked up, other chains not shown, the tested form may be a part): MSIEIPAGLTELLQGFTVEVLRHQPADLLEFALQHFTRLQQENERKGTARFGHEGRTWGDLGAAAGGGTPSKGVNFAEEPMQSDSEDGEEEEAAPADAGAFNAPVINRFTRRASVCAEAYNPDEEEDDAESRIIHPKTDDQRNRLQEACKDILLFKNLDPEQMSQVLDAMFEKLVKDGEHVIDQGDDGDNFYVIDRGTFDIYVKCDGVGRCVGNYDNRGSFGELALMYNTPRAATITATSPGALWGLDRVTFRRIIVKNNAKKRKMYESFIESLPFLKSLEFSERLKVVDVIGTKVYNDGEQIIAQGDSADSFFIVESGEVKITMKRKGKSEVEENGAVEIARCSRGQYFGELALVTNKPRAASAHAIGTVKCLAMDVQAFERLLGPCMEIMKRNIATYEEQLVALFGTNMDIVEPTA
CAL PDZ FP-2 – inhibitors of human CAL PDZ peptide binding | inhibition, % at 20 µM | hit rate 0.02% among 330,000 | AID 504414 | purified CAL PDZ, TMR-peptide fluorescence polarization, 1 h;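 active means highest replicate inhibition of at least 40%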;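 further: plate controls were DMSO neutral control wells for no effect and unlabeled competitor peptide control wells for full effect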
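Test system: tagged CAL PDZ domain / Buffer or medium: sodium phosphate/NaCl buffer pH 7.4 with TCEP, IgG, Thesit / Reagent: TMR-labelled reporter peptide T*-PRC34 bound in PDZ groove / Compound dosing: single point, 20 µM / Schedule: 1 h incubation at room temperature before polarization reading / Technique: fluorescence polarization (mP) / Benchmarks: unlabelled peptide, DMSO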
An asterisk follows results filed as active; / = no result given.

#	canonical_smiles	SR-BI uptake up	cardiac RTF act	C-LANA FP	RTF Ca sens inh	CAL PDZ FP-1
1	CC(C)N1C(=O)C(Cc2nc3ccccc3c(=O)n2-c2ccccc2)c2ccccc21 (stereo not given)	16	0	0.3	-10	-4
2	C/C=C/Cn1c(SCc2ccc(Cl)cc2)nc2c1c(=O)[nH]c(=O)n2C	-8	-5	0.2	9	-3
3	CCN(CC(=O)Nc1ccc2c(c1)CCC2)Cc1nc2ccccc2c(=O)[nH]1	-28	-4	-0.2	2	-4
4	CC(=O)Nc1nnc(S(=O)(=O)N2CCN(c3ccc([N+](=O)[O-])cc3Cl)CC2)s1	2	0	1.1	-4	-2
5	CC(=O)N1c2ccc(S(=O)(=O)NCC3CCC(C(=O)NCc4ccc(C)cc4)CC3)cc2CC1C (stereo not given)	-40	5	0.8	-8	/
6	CCC(=O)Nc1cccc(-c2nc3ccccc3o2)c1	-33	1	-1.0	-11	-2
7	COc1ccc(CCNCC(=O)N2C(C)CCCC2C)cc1OC (stereo not given)	11	6	-0.4	-9	-2
8	O=C(CN1C(=O)S/C(=C\c2ccccc2F)C1=O)NCCCn1ccnc1	-13	-5	0.3	1	-1
9	O=C1CCN(Cc2ccc(O)cc2)CCN1[C@H](CO)c1ccccc1	13	-1	-0.6	-7	-1
10	C#Cc1ccc([C@@H]2C=C(C(=O)O)O[C@H](OCCCCO)C2)cc1	-5	1	29	-8	0

#	Keap1 Nrf2 FP	Rtt109 HAT inh	DAGLB inhibitor	PKA-R2B activ	CAL PDZ FP-2
1	-1	-4	-5	-7	-0.3
2	1	0	3	3	-1.6
3	-6	11	-1	-13	1.4
4	-5	3	11	1	-0.5
5	0	-51	2	0	-1.1
6	1	3	-4	7	/
7	1	-4	1	-9	0.6
8	-7	36	2	-12	-3.3
9	4	-1	-4	-11	0.5
10	-8	14	-2	3	0.8

Additional entries follow.
#	canonical_smiles	SR-BI uptake up	cardiac RTF act	C-LANA FP	RTF Ca sens inh	CAL PDZ FP-1
11	CC(C(=O)NC1CCCCCC1)c1ccc([N+](=O)[O-])cc1 (stereo not given)	-5	1	-4.4	0	-2
12	COc1ccccc1N1C[C@@H]2C[C@@H](c3ccco3)N3CCC[C@@]23C1=O	3	6	0.7	0	-1
13	CCOC(=O)c1[nH]c(C)c(C(=O)NC2CCCCC2)c1C	-5	3	1.5	1	/
14	O=C1CC(c2ccc(F)cc2)Sc2ccccc2N1 (stereo not given)	13	-2	-0.4	-2	-4
15	c1coc(CNc2ncnc3nc[nH]c23)c1	17	-1	1.4	0	0
16	COc1cccc(C(=O)OCCCN(C)C)c1	30	13	-1.5	-18	1
17	CC1CC(C)CN(C(=O)Cn2c(=O)n(CCCCC(=O)NC3CCCC3)c(=O)c3ccccc32)C1 (stereo not given)	-11	-5	2.0	1	2
18	O=C(CSc1ccccc1)N1CCN(S(=O)(=O)c2ccccc2)CC1	3	3	-1.8	-11	-2
19	O=C(Nc1nnc(S(=O)(=O)Cc2ccc(F)cc2)s1)c1ccccc1F	3	-1	3.7	-10	3
20	O=C(Nc1ccc(F)cc1F)c1cccc(S(=O)(=O)N2CCCCC2)c1	10	-1	-1.5	-1	7

#	Keap1 Nrf2 FP	Rtt109 HAT inh	DAGLB inhibitor	PKA-R2B activ	CAL PDZ FP-2
11	-5	10	-2	4	0.9
12	-3	4	-2	-6	-0.3
13	-4	-12	0	-5	0.9
14	1	8	0	-10	-2.5
15	-6	6	0	0	-0.5
16	-2	0	0	-12	-0.8
17	2	-3	-3	9	-0.7
18	3	-3	1	-7	-2.4
19	-1	13	3	-8	0.2
20	4	18	-4	-7	-0.7

Following part.
#	canonical_smiles	SR-BI uptake up	cardiac RTF act	C-LANA FP	RTF Ca sens inh	CAL PDZ FP-1
21	Cc1cccc2cc(CN(CCCO)C(=O)Nc3ccccc3Cl)c(=O)[nH]c12	15	-5	-0.4	-5	-1
22	COc1ccccc1N1CCN(C(c2ccccc2Cl)c2nnnn2C(C)(C)C)CC1 (stereo not given)	/	-2	0.8	-4	3
23	CCOC(=O)C1CCCN(Cc2nc(N)nc(Nc3ccccc3OC)n2)C1 (stereo not given)	19	1	2.7	-10	/
24	CCCSC1=C(C#N)C(c2ccc(Cl)cc2Cl)CC(=O)N1 (stereo not given)	-6	0	0.4	-6	/
25	Cc1ccc(N(CC(=O)N/N=C/c2cccnc2)S(=O)(=O)c2ccccc2)cc1	-25	-7	0.4	6	-1
26	NNC(=O)COc1ccc(F)cc1	48	0	0.2	10	-5
27	Cc1ccc(S(=O)(=O)N2CCC(C(N)=O)CC2)c(C)c1C	-7	0	0.7	1	-1
28	OC(CC(O)c1ccccc1)c1ccccc1 (stereo not given)	1	-4	-1.7	-5	6
29	COc1ccc(OC)c(NC(=O)CN2C(=O)c3ccccc3S2(=O)=O)c1	-24	-1	-0.5	-5	1
30	CC(=O)c1c[nH]c(C(=O)NCC2CCCO2)c1 (stereo not given)	39	0	-0.9	-2	3

#	Keap1 Nrf2 FP	Rtt109 HAT inh	DAGLB inhibitor	PKA-R2B activ	CAL PDZ FP-2
21	-1	13	0	23*	-1.1
22	-1	7	-8	-7	-2.5
23	-1	3	0	10	-1.4
24	-3	-12	0	-2	-3.4
25	-2	/	0	-4	-2.8
26	0	3	-1	5	-0.5
27	-2	-4	0	5	-0.5
28	-1	-8	-1	0	-0.4
29	4	/	0	2	-2.2
30	-6	3	1	4	0.3

Complete entries from above. Order of screens: SR-BI uptake up | cardiac RTF act | C-LANA FP | RTF Ca sens inh | CAL PDZ FP-1 | Keap1 Nrf2 FP | Rtt109 HAT inh | DAGLB inhibitor | PKA-R2B activ | CAL PDZ FP-2
`Cc1ccc(N(CC(=O)N/N=C/c2cccnc2)S(=O)(=O)c2ccccc2)cc1` across the screens: -25 | -7 | 0.4 | 6 | -1 | -2 | / | 0 | -4 | -2.8
`COc1ccccc1N1CCN(C(c2ccccc2Cl)c2nnnn2C(C)(C)C)CC1` (stereo not given) across the screens: / | -2 | 0.8 | -4 | 3 | -1 | 7 | -8 | -7 | -2.5
`OC(CC(O)c1ccccc1)c1ccccc1` (stereo not given) across the screens: 1 | -4 | -1.7 | -5 | 6 | -1 | -8 | -1 | 0 | -0.4
`CC(=O)c1c[nH]c(C(=O)NCC2CCCO2)c1` (stereo not given) across the screens: 39 | 0 | -0.9 | -2 | 3 | -6 | 3 | 1 | 4 | 0.3
`Cc1cccc2cc(CN(CCCO)C(=O)Nc3ccccc3Cl)c(=O)[nH]c12` across the screens: 15 | -5 | -0.4 | -5 | -1 | -1 | 13 | 0 | 23* | -1.1

The list goes on.
#	canonical_smiles	SR-BI uptake up	cardiac RTF act	C-LANA FP	RTF Ca sens inh	CAL PDZ FP-1
31	Cc1ccccc1S(=O)(=O)Cc1ccc(C(=O)N2CCN(c3ncccn3)CC2)o1	-31	5	-0.2	-10	0
32	O=C(c1ccccc1F)N1CCN(Cc2ccccc2F)CC1	31	3	0.6	-4	1
33	CC1CC(C)CN(c2ccc(C(=O)OCC(=O)NC3CCCc4ccccc43)cc2[N+](=O)[O-])C1 (stereo not given)	-15	-1	-3.1	-2	-1
34	CCOc1ccc(NC(=O)CCC(=O)c2ccc(OC)cc2)cc1	20	-10	20	-2	-3
35	O=C(NCCC1CCCCN1S(=O)(=O)c1ccc(Cl)cc1)C(=O)NCc1cccnc1 (stereo not given)	45	-3	0.1	0	/
36	CCOCCCNC(=O)CCCOc1ccccc1	7	4	3.1	-2	70*
37	Cc1ccc(S(=O)(=O)N2CCOCC2)cc1NC(=O)c1cc2ccccc2oc1=O	-2	-4	15	-5	-2
38	Cc1ccc(C(=O)NCc2ccc(F)cc2)cc1NC1=NC2CS(=O)(=O)CC2S1 (stereo not given)	14	-3	-1.2	-6	/
39	CCC(=O)Nc1c(C)ccc2nsnc12	10	8	0.7	-15	-1
40	Cc1cc(-c2cc(N)n(-c3ccccc3)n2)c(C)n1C1CCCC1	-2	9	0.0	-5	0

#	Keap1 Nrf2 FP	Rtt109 HAT inh	DAGLB inhibitor	PKA-R2B activ	CAL PDZ FP-2
31	-6	5	-1	-1	-1.5
32	0	0	-1	4	0.0
33	8	3	-3	14	-0.5
34	-10	13	-1	-9	1.9
35	1	1	3	-6	-0.8
36	1	-10	3	0	-1.2
37	-4	8	-1	-14	-0.3
38	-4	-11	-2	1	-0.7
39	2	-3	-2	-7	-0.4
40	-8	-2	5	0	2.9

Later entries
#	canonical_smiles	SR-BI uptake up	cardiac RTF act	C-LANA FP	RTF Ca sens inh	CAL PDZ FP-1
41	Cc1ccc(Cn2cccc(NS(C)(=O)=O)c2=O)cc1	18	1	2.3	0	-2
42	O=C1CCCC(O)=C1C=Nc1cccc(C(F)(F)F)c1	41	2	0.4	-10	-2
43	C=CCSc1nnc(NC(=O)c2nc(SCC)ncc2Cl)s1	6	-7	-0.3	1	/
44	c1ccc2c(-n3cnnn3)cccc2c1	/	-2	-1.2	-4	-1
45	CC1(C)CC(=O)c2cnc(NC(=O)CSC(=S)N3CCCCC3)nc2C1	2	5	0.2	3	-5
46	Cc1nc(NC(=O)c2c(-c3ccccc3)noc2C)sc1C(=O)N(C)C	19	-5	-0.9	-8	-4
47	Cc1cccc2cc3c(nc12)SC(=NCC1CCCO1)N(Cc1ccco1)C3 (stereo not given)	16	-3	0.6	-14	-1

#	Keap1 Nrf2 FP	Rtt109 HAT inh	DAGLB inhibitor	PKA-R2B activ	CAL PDZ FP-2
41	-1	-3	5	9	/
42	1	/	1	-1	0.5
43	4	6	4	-8	-1.2
44	-3	-6	2	-8	0.0
45	0	-3	-1	0	-2.0
46	0	6	0	12	0.5
47	-4	-1	-5	-11	-1.5
